Source: PubChem BioAssay (National Center for Advancing Translational Sciences (NCATS))
KDM4E inh – JMJD2E (human) inhibition; B2RXH2; JMJD2E catalytic domain, FDH-coupled NADH fluorescence (FDH is formaldehyde dehydrogenase); Potency, µM (series often up to 57.1 µM), inactives show at the highest dose activity change, negative = inhibition, usual class: inhibitors; hit rate 1.6% among 230,000; AID 2147; active means well fitted inhibition curve with a large enough effect, not every such curve was filed as active; inconclusive means small, poorly fitted or top-dose-only effect, or another doubt; inactive means no such curve, though single readings can be large or run the other way;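 further: 0% = wells with enzyme and -100% = buffer wells without enzyme; nearly all actives have a fitted effect of over 50% in size; many of its hits are not listed in these tables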
Target sequence (B2RXH2 1-337 limits assumed): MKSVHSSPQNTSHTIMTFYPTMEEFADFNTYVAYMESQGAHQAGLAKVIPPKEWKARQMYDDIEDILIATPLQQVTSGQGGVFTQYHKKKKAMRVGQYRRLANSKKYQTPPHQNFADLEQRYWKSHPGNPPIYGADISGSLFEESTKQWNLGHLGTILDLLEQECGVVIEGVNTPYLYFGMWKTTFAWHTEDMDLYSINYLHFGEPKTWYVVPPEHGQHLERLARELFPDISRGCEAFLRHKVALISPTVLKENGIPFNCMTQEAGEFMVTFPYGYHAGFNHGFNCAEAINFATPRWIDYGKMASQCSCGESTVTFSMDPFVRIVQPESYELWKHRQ
TRb SRC2 PPI – TRbeta-SRC2 interaction inhibition. TRbeta-SRC2 peptide binding, fluorescence polarization; receptor liganded with 1 µM T3. hit rate 0.065% among 280,000. P10828. Potency, µM (top dose mostly 106 µM), for inactives: at the top dose activity change, negative = inhibition, most hits filed as inhibitors;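 further: plate controls were bound peptide for no effect and peptide without receptor for full effect; nearly all actives have a fitted effect of over 50% in size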
Target sequence (P10828 whole entry, looked up): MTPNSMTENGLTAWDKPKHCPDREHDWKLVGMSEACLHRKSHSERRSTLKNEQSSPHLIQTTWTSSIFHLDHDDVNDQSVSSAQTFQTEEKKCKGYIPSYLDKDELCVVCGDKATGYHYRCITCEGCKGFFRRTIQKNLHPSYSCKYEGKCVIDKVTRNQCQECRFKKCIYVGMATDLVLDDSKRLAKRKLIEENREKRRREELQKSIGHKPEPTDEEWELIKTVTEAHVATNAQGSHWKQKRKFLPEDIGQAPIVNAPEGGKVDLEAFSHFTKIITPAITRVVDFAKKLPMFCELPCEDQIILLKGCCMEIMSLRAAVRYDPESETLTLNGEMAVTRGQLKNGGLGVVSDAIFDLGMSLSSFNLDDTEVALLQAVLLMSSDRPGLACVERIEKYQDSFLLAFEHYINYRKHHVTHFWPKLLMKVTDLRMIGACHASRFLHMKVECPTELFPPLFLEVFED
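Read-out is fluorescence polarization (555 nm excitation, 632 nm emission) of a Texas Red SRC2 coactivator peptide; loss of signal reflects blocked binding to human TRb ligand-binding domain in the presence of 1 uM T3.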
Tau fibril ThT – inhibitors of human tau fibril formation, thioflavin T binding; recombinant tau K18 P301L (four-repeat tau fragment), heparin-induced fibrillization, ThT fluorescence; Potency, µM (highest dose often 57.4 µM), for inactives: top-dose activity, negative = inhibition, hits mostly inhibitors; hit rate 2.1% among 270,000; AID 1460; further: nearly all actives have a fitted effect of over 55% in size
Target sequence (P10636 561-689 P618L limits assumed): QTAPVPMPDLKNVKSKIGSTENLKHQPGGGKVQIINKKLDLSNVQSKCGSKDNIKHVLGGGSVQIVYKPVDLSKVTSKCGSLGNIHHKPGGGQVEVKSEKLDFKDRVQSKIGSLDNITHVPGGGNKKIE
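K18 P301L tau (15 uM + 0.24 uM Alexa 594-tagged), heparin 20 uM, NaOAc pH 7, 6 h 37 C; ThT 30 uM, 1 h RT, ex 450/em 510 nm.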
TexasRed fluor – counter-screen for TRb-SRC2 inhibitors: fluorescence interference | TRb/SRC2 Texas Red total fluorescence interference | Potency, µM (top dose mostly 106 µM), without a hit: top-dose fluorescence change, negative = quenching | hit rate 0.29% among 280,000 | AID 1479; active means well fitted curve in either direction with a large enough effect; inconclusive means small, poorly fitted or top-dose-only effect
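Human TRβ ligand-binding domain (0.6 uM) and Texas Red SRC2 peptide (20 nM) in Tris buffer with 1 uM T3 and 5% DMSO were incubated with pinned compound for 5 hr at ambient temperature. Total fluorescence was computed as S + 2P (555/632 nm).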
RECQ1 helicase – inhibitors of human RECQ1 DNA helicase; Potency, µM (doses to about 57.3 µM), inactives show top-dose activity, negative = inhibition, usual class: inhibitors; AID 2549; hit rate 0.54% among 240,000; RECQ1 DNA unwinding, red fluorescence kinetic read; P46063;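 further: plate controls were vehicle for no effect and no enzyme for full effect; nearly all actives have a fitted effect of over 30% in size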
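50 nM RECQ1T1 preincubated 15 min with compound in Tris pH 8.0 buffer with MgCl2, DTT, Tween-20 and 2.5 ug/ml poly(dI-dC); started with 200 nM TAMRA/BHQ-2 forked duplex and 2 mM ATP. Unwinding read as fluorescence (525/598 nm), two reads 2 h apart.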
Tau FP inhib – inhibitors of human tau fibril formation | P10636 | K18 P301L tau heparin fibrillization, Alexa594 FP, 6 h | Potency, µM (top dose mostly 57.7 µM), for the others: at the highest dose activity, negative = inhibition, most hits filed as inhibitors | hit rate 0.39% among 280,000 | AID 1468; further: nearly all actives have a fitted effect of over 55% in size
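Recombinant K18 P301L […], labeled with Alexa 594 at 0.24 uM over 15 uM unlabeled; heparin inducer 20 uM final; 37 C, 6 hr; FP endpoint.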
GoLoco inh red – RGS12 GoLoco-Gai1 interaction inhibition | P63096 | Gai1:RGS12 GoLoco peptide FP, rhodamine, 10 min | Potency, µM (series often up to 61.6 µM), for the others: at the top dose activity, negative = inhibition, hits mostly inhibitors | hit rate 0.44% among 230,000 | AID 880; active means well fitted inhibition curve with a large enough effect, not every such curve was filed as active; inactive means no such curve, though single readings can be large or run the other way; further: nearly all actives have a fitted effect of over 30% in size; many of its hits are not listed in these tables
L3MBTL1 inh – blocks human L3MBTL1. AlphaScreen L3MBTL1–H3K9me1 peptide binding. hit rate 0.66% among 230,000. Q9Y468. Potency, µM (doses to about 57.1 µM), for inactives: top-dose activity, negative = inhibition, most hits filed as inhibitors; further: nearly all actives have a fitted effect of over 60% in size
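L3MBTL1 (50 nM) pre-complexed 30 min with biotinylated H3(1-15)K9me1 peptide (75 nM), then compounds added for 30 min at room temperature; AlphaScreen streptavidin donor/nickel chelate acceptor beads (10 ug/mL final) read after 30 min dark incubation.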
Numbers without * were called inactive; i = inactive; ? = inconclusive; . = no result given; [ ] = remark or other dose. Unless noted, the call rests on the fitted dose curve; in most records, active means well fitted curve in the direction sought with a large enough effect; inconclusive means small, poorly fitted or top-dose-only effect, or another doubt; inactive means no such curve, though single readings can be large; an effect the other way counts as inactive or inconclusive. Unless noted, on the % scale 0 is the no-effect control and ±100 the full control effect; potency means the concentration at half of the fitted maximal effect.

SMILES	KDM4E inh	TRb SRC2 PPI	Tau fibril ThT	TexasRed fluor	RECQ1 helicase	Tau FP inhib	GoLoco inh red	L3MBTL1 inh
CCOC(=O)C1CCN(S(=O)(=O)c2c(C)n(C)c(=O)n(C)c2=O)CC1	-4%	-3%	-2%	5%	-9%	0%	6%	2%
COc1ccc(NC(=O)c2ccc3snnc3c2)cc1	9%	4%	?	-8%	i	-2%	1%	16%
Cc1ccc(Cn2c(S(=O)(=O)O)nc3ccccc32)cc1	-6%	5%	-2%	-2%	-13%	3%	4%	6%
CCOc1ccc(CNC(=O)CCn2c(=O)c3cccn3c3ccc(F)cc32)cc1	.	4%	7%	-22%	.	2%	.	.
CC(/C=C/c1ccccc1F)=N\NC(=O)c1ccccc1	-2%	-3%	?	1%	-2%	3%	-2%	.
Cc1ccc(S(=O)(=O)N2CCOCC2)cc1C(=O)N1c2ccccc2Sc2ccccc21	7%	6%	-10%	3%	-2%	-11%	9%	.
CC(C)(C)C1CCc2c(C(=O)NNC(=O)CCCC(=O)O)csc2C1 (centres undefined)	-3%	-5%	5%	-2%	-7%	2%	-3%	-4%
COC(=O)c1nn(-c2ccc(OC)cc2)c(=O)c2c(N)sc(C)c12	7%	-4%	?	-4%	-24%	3%	8%	-16%
CC(C)NC(=O)N1CCN(S(=O)(=O)c2ccc3c(ccn3C)c2)CC1	.	1%	2%	2%	.	-3%	.	.
O=C(CCc1nc(-c2ccccc2F)no1)NCCN1CCc2ccccc2C1	9%	-5%	-6%	-3%	-8%	-11%	3%	-4%
CCOc1ccc(-c2nnc(SCC(=O)NCCc3ccc(OC)c(OC)c3)nc2-c2ccc(OCC)cc2)cc1	.	-2%	-11%	-2%	.	6%	.	.
CCS(=O)(=O)N1CCCC(C(=O)NCCOC)C1 (centres undefined)	.	3%	-5%	-3%	.	3%	.	.
NC(=O)CC[C@@H]1NC(=O)[C@H](CO)NC(=O)c2cc([N+](=O)[O-])cc(I)c2NCCCC[C@@H](C(N)=O)NC(=O)[C@H](Cc2ccc(O)cc2)NC1=O	-4%	3%	?	-2%	-11%	-4%	3%	-7%
O=C1c2ccccc2C(=O)N1CC(O)CNc1ccc(Br)cc1 (centres undefined)	3%	-4%	-17%	1%	i	?	9%	-5%
C=CCOc1ccc(/C=N\NC(N)=S)cc1	-5%	-5%	-3%	-4%	-9%	12%	6%	-5%
CC1(NC(=S)Nc2ccc3ccccc3c2)CCS(=O)(=O)C1 (centres undefined)	?	7%	-4%	0%	i	-5%	12%	1%
Cc1ccc(-c2noc(-c3ccccc3C(=O)N3CCN(C)CC3)n2)cc1	5%	5%	-6%	-1%	-1%	-2%	1%	10%
Cc1ccc(CCNC(=O)c2ccc(Cn3c(=O)c4cccn4c4cccnc43)cc2)cc1	.	9%	16%	-1%	.	-15%	.	.
CCOc1ccccc1Nc1nc2c(S(=O)(=O)c3ccc(C)cc3)nnn2c2ccsc12	.	-6%	13%	0%	.	-9%	.	.
O=c1c2ccccc2ncn1CCCOc1ccccc1[N+](=O)[O-]	3%	-3%	-17%	2%	i	-1%	.	-2%
Cc1cc(NC(=O)CSc2nc3ccccc3c(=O)n2Cc2ccccc2)no1	1%	6%	0%	1%	-2%	-9%	-3%	-2%
CCNc1nc(OCCNS(=O)(=O)c2cc(C)ccc2C)nc(N(C)C)n1	6%	-6%	-2%	0%	-2%	3%	7%	4%
CCOC(=O)c1c(C)[nH]c(C)c1S(=O)(=O)N(C)CC(=O)N1CCN(c2ccccc2OC)CC1	.	6%	-10%	-1%	.	-2%	.	.
CCOC(=O)N1CCN(C(=S)NC(C)(C)C)CC1	3%	0%	-15%	-5%	-7%	-3%	6%	1%
CC1(C)CC(CC(=O)Nc2ccccn2)C(=O)O1 (centres undefined)	-3%	-4%	0%	1%	i	3%	-5%	-1%[11.4 µM]
O=C(CSc1nc(-c2ccco2)cc(C(F)(F)F)n1)Nc1ccccc1C(F)(F)F	-17%	-21%	0%	3%	-1%	-8%	-7%	?
O=C(CSc1cccc[n+]1[O-])Nc1ccc2c(c1)OCO2	-3%	-3%	-6%	-3%	-1%	-7%	8%	4%
O=C(Nc1ncccn1)c1cccs1	5%	2%	2%	0%	12%	-7%	-3%	-3%
CCOC(=O)c1ccc(NC(=O)c2cccc(S(=O)(=O)N3CCOCC3)c2)cc1	1%	4%	-23%	-1%	-8%	?	7%	2%
COc1cccc2sc(NC(=O)c3ccc4c(c3)OCCO4)nc12	.	-2%	-1%	-3%	.	-15%	.	.
COC(=O)CNC(=O)C1(C)C=CC2(CCCCC2)N1C(C)=O (centres undefined)	8%	9%	-9%	-4%	-7%	5%	-8%	.
O=C(CCC1CCCC1)N[C@@H](Cc1ccc(O)cc1)C(=O)O	-4%	-1%	-5%	-1%	-23%	4%	-6%	21%
Cc1ccn2c(=O)cc(CSc3nnc(NC(=O)c4ccccc4Cl)s3)nc2c1	.	5%	4%	-1%	.	-3%	.	.
CCN1CCN(C(c2cccs2)C(C)NS(=O)(=O)c2ccccc2)CC1 (centres undefined)	1%	-2%	5%	0%	-8%	8%	13%	.
Cc1csc(NC(=O)C2CCC(C)(C(=O)O)C2(C)C)n1 (centres undefined)	-2%	3%	-8%	1%	i	2%	1%	4%
COc1ccc(C(=O)N[C@H](C(=O)NCc2cccs2)C(C)C)cc1	-3%	-10%	-5%	0%	7%	12%	-9%	-14%
Cc1nn(C)cc1CNC(=O)COc1ccc(Cl)cc1Cl	-5%	-5%	-5%	-7%	-4%	3%	5%	-7%
c1ccc(Cn2c(-c3ccccc3)nc3nc4ccccc4nc32)cc1	?	0%	-14%	1%	0%	-1%	-5%	3%
COc1ccc(-c2ccnc(SCC(=O)c3ccc(Cl)cc3)n2)cc1	2%	4%	-4%	0%	-4%	?	14%	1%
O=C(N/N=C/c1ccc(OC2CSC2)cc1)c1ccccc1	1%	-6%	?	-1%	13%	-11%	3%	1%
Cc1csc(/C(=N/OC(=O)c2ccco2)C(N)=O)n1	3%	-3%	-16%	-2%	i	16%	-11%	.
Clc1nc(Oc2ccccc2)nc(-c2cn(-c3ccccc3)c3ccccc23)n1	?	2%	-1%	2%	6%	3%	1%	3%
CCc1ccccc1NC(=S)NC1CC2CCC(C1)N2Cc1ccco1 (centres undefined)	1%	0%	7%	0%	2%	-3%	8%	0%
Cc1cc(N2C(=O)C(O)=C(C(=O)c3cccs3)C2c2cccc(Br)c2)no1 (centres undefined)	-2%	0%	-2%	-4%	i	1%	-26%	-7%
COc1ccc(N2CC(O)(c3ccc(OC(F)F)cc3)[N+]3=C2CCCC3)cc1 (centres undefined)	-4%	-5%	-9%	-1%	-12%	-9%	1%	1%
CC(C)CC(c1nnnn1C1CCCC1)N1CCN(c2ccccc2F)CC1 (centres undefined)	-8%	6%	-9%	4%	-2%	4%	2%	6%
CC(=NCc1ccc2c(c1)OCO2)C1=C(O)c2ccccc2C1=O	53%[activator]	2%	?	0%	-10%	-2%	10%	.
Cc1ccnc(SCCn2c(Br)nc3c2c(=O)[nH]c(=O)n3C)n1	8%	1%	-4%	0%	-3%	1%	2%	9%
CCN(CC)CCCNC(=O)c1sc2nc(-c3ccc(F)cc3)cn2c1C	-5%	5%	2%	-3%	-6%	-7%	15%	.
O=C(Nc1ccc2nn(-c3ccccc3)nc2c1)c1cccnc1	-30%	-1%	7%	-1%	i	?	-2%	3%

New compounds follow.
SMILES	KDM4E inh	TRb SRC2 PPI	Tau fibril ThT	TexasRed fluor	RECQ1 helicase	Tau FP inhib	GoLoco inh red	L3MBTL1 inh
CCOC(=O)c1sc(NS(=O)(=O)c2cc(C)ccc2C)nc1C	3%	-1%	-20%	-9%	-13%	9%	-5%	.
CC1CN(c2nc3ccccc3nc2C(C#N)C(=O)NC2CCCCC2)CC(C)O1 (centres undefined)	-19%	-6%	-9%	-1%	31%[activator]	-4%	-100%	9%
O=c1c2c3c(sc2nc(N2CCNCC2)n1-c1cccc(Cl)c1)CCCCC3	2%	-6%	5%	-4%	13%	0%	3%	-9%
CC(C)OCCCN(C)C1CCN(S(=O)(=O)c2csc(C(N)=O)c2)CC1	.	7%	4%	-1%	.	-4%	.	.
Cc1cc(N2CCOCC2)ncc1[N+](=O)[O-]	3%	2%	?	1%	-2%	2%	8%	1%
Cc1ccc(O)c(C2=Nc3ccccc3C2(C)C)c1	-6%	-2%	-15%	-2%	i	11%	-2%	147%[activator]
CCc1ccc2[nH]c(=O)c(C3C(C#N)=C(N)Oc4c3ccc3cccnc43)cc2c1 (centres undefined)	?	-3%	?	0%	16%	-5%	12%	-3%
COc1cc2c3cc1Oc1cc(ccc1O)C[C@@H]1c4c(cc(OC)c(O)c4Oc4ccc(cc4)C[C@@H]3N(C)CC2)CC[N+]1(C)C	.	3%	-6%	-1%	23%	-1%	5%	.
CCCCCC1C(=O)CCC1CC(=O)OC (centres undefined)	2%	-3%	-3%	-3%	-12%	-5%	-5%	.
CCOC(=O)N1CCN(c2c(NCC3CCN(Cc4cccc(C)c4)CC3)c(=O)c2=O)CC1	-5%	-2%	-1%	-4%	-11%	-3%	5%	-2%

Only part of the results is shown. The share of hits here may be higher or lower than overall.
